Screens (PubChem)
PI4K2A inh = blocks human PI4K2A kinase activity; hit rate 0.13% among 420,000; purified PI4K2A, ADP-Glo luminescence, 1 h; stronger effect = lower value; activity change, negative = inhibition, % at 76.9 µM; Q9BTU6; AID 1346378; in the data active = activity change below about -50%; inconclusive = mostly about -30% to -49%;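 also: -100% = wells without enzyme as full effect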
Target sequence (Q9BTU6 whole entry, looked up): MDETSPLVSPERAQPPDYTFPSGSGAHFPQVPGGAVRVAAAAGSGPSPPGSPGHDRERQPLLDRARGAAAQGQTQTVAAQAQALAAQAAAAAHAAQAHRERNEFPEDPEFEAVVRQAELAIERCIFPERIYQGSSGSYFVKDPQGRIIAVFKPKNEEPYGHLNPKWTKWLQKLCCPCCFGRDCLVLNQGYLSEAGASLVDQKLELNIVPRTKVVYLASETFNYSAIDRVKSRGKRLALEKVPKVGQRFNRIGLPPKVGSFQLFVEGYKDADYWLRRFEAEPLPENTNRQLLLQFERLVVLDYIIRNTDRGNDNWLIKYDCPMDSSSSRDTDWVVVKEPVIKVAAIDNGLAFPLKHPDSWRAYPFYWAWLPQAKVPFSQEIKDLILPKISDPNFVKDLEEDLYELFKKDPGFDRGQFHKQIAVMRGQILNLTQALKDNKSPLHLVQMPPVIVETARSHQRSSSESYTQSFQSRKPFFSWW
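Compounds are screened against recombinant PI4K2A using PI as substrate and ATP, the latter dispensed at 300 microM. Reactions run one hour at ambient temperature before ADP-Glo detection; full inhibition defined by wells lacking enzyme.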
ALOX12 inh = inhibitors of human 12S-lipoxygenase ALOX12. P18054. Potency, µM (highest dose often 108 µM), without a hit: at the highest dose activity change, negative = inhibition, hits mostly inhibitors. purified 12hLO, xylenol orange hydroperoxide absorbance. hit rate 1.1% among 580,000; also: potency is read from the fitted curve at half-maximal effect
Target sequence (P18054 whole entry, looked up): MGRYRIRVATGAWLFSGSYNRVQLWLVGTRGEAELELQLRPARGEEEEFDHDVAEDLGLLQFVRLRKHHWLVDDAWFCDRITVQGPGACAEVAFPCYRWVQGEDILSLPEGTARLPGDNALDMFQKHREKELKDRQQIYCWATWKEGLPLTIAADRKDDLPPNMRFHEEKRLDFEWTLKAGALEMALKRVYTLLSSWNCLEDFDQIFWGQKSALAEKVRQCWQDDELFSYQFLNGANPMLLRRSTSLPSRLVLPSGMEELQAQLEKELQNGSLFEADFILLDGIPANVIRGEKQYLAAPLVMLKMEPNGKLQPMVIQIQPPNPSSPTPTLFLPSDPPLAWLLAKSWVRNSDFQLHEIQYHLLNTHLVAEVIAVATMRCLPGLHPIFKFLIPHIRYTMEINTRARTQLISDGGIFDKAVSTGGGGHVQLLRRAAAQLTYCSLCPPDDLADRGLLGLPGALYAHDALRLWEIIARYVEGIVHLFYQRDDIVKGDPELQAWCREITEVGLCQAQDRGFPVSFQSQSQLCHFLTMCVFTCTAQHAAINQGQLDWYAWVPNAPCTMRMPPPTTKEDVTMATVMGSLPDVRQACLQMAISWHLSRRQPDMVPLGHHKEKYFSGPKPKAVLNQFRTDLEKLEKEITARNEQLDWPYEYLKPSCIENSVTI
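Purified human 12hLO (150 nM final) in 25 mM Hepes, 0.01% Triton X-100, pH 7.0 was preincubated 15 min at room temperature with compound. Then 40 uM arachidonic acid was added, 30 min. Hydroperoxide was read by Fe-XO absorbance ratio 573/405 nm.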
GLS inhibitor = inhibitors of human glutaminase (GLS) | O94925 | hit rate 0.21% among 410,000 | Potency, µM (top dose mostly 45.5 µM), inactives show at the top dose activity change, negative = inhibition, usual class: inhibitors | GLS enzymatic activity, qHTS titration; also: potency is read from the fitted curve at half-maximal effect
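hKGA in 45 mM KH2PO4 (pH 8.2), 0.02% Tween-20 with compound, then 1mM L-Glutamine (stock as added) plus glutamate oxidase/HRP/Amplex red coupling mix. Fluorescence read initially and after 30 min at RT; signal change reflects glutamate formation.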
Active calls of the source: *; ? = inconclusive; & = joins results of further samples. Unless noted, calls follow the shape of the dose curve; as a rule, active = well fitted inhibition curve with a large enough effect; inconclusive = small, poorly fitted or top-dose-only effect, or another doubt; inactive = no such curve, though single readings can be large or run the other way. Unless noted, % is scaled to controls: 0 for no effect and ±100 for the full control effect. Some of the compounds tested (hit frequency here may not be typical).

SMILES	PI4K2A inh	ALOX12 inh	GLS inhibitor
COC(=O)[C@]12CCCCC=C1N(Cc1cccc3ccccc13)C(=O)[C@H](CC(=O)NCCC(C)C)C2	9.6	?	0.6%
CN1OC[C@@H]2CN(S(=O)(=O)c3cccc4ccccc34)[C@H](c3ccc(-c4cccnc4)cc3)C[C@@H]21	-1.5	-20.8%	0.3%
CNc1cnc(-c2ccsc2)cn1	1.7	-10.0%	5.5%
COc1cc(NC(=O)[C@H]2O[C@@H](n3ccc(N)nc3=O)[C@H](O)[C@@H]2O)cc(OC)c1OC	-0.5	?	1.6%
COc1ccccc1-c1cccc(-c2nc(C(=O)N3CCCCC3)cc3c2[C@@H](CCO)N(S(=O)C(C)(C)C)C3)c1 (some centres undefined)	0.9	?	-2.9%
CCNC(=O)C1CCCN(C(=O)c2ccc(C)c(F)c2)CC1 (centres undefined)	0.5	-3.0%	6.8%
COc1ccc(-c2cnc(C(O)c3ccccc3)[nH]2)cc1 (centres undefined)	-1.3	1.1%	4.8%
CN(C)S(=O)(=O)n1cc(/C=C(\NC(=O)c2ccccc2F)C(=O)NCCN2CCOCC2)c2ccccc21	-2.0	3.8%	9.3%
CC(=O)Nc1cc(-c2cccc(C(=O)NCCN(C)C)c2)cn2c(-c3cccc(C(F)(F)F)c3)cnc12	-7.0	-10.5%	10.7%
COc1ncnc2c1ncn2CCCN1CCN(c2ccccn2)CC1	1.9	?	11.4%
COc1ccccc1-c1cccc(-c2nc(C(=O)Nc3nccs3)cc3c2[C@@H](CCO)N(C(=O)CC2CC2)C3)c1	3.4	32.3%	-19.5%
COc1cc(OC)nc(Nc2nc(C(N)c3ccccc3Cl)cs2)n1 (centres undefined)	7.1	5.9%	6.6%
Cc1cc(OCC(=O)OCC(=O)NC2CCS(=O)(=O)C2)ccc1Cl (centres undefined)	0.7	11.4%	-0.4%
CCOC(=O)CC1COCCN1C(=O)c1cc(COc2ccccc2SC)on1 (centres undefined)	7.5	4.6%	-8.8%
CCC(CO)Nc1ccn2nc(-c3ccccc3)cc2n1 (centres undefined)	-0.2	2.9%	-10.0%
CCCCn1nnnc1C(CC)N1CCN(C/C=C/c2ccccc2)CC1 (centres undefined)	-1.9	-21.8%	1.8%
Cc1ccc(Cc2c(C(C)(C)C)nc3ccc(Br)cn23)cc1	-9.5	-67.6%	-8.1%
Cc1ccccc1CN1C(=O)c2ccccc2C1c1nnnn1Cc1ccccc1 (centres undefined)	4.5	?	?
CCNC(=O)C1CCCN(C(=O)c2cccs2)CC1 (centres undefined)	-3.3	23.0%	14.7%
Cc1ccc(S(=O)(=O)N(C)C[C@@H]2OCc3cnnn3CCCC(=O)N([C@@H](C)CO)C[C@H]2C)cc1	-6.8	-4.0%	1.0%
COc1cccc(-c2cnc3c(NC=O)cc(-c4ccc(S(C)(=O)=O)cc4)cn23)c1	0.0	0.1%	-3.1%
Cc1nc2ccc(C(=O)NCCc3c[nH]c4ccccc34)cn2c1N(C)C(=O)CCc1ccccc1	-5.3	-1.6%	24.3%
CCC(=O)N(C)C[C@H]1Oc2cc(-c3ccccc3F)ccc2S(=O)(=O)N([C@H](C)CO)C[C@H]1C	-2.0	8.8%	7.9%
CCCNC(=O)C1(C)CCN(Cc2cccc(OC(=O)c3ccccc3)c2)C1 (centres undefined)	-6.9	?	4.4%
CCOC1=C2[C@H](c3ccc(CC)cc3)N(S(=O)(=O)c3ccc(C)cc3)C[C@H]2C(C#N)(C#N)C(C#N)(C#N)C1	-3.9	-7.3%	?

Next entries follow:
SMILES	PI4K2A inh	ALOX12 inh	GLS inhibitor
N#Cc1cc(NC(=O)c2ccc(Cl)cc2)ccc1Sc1ccccc1	-3.3	-1.0%	-13.1%
CCOc1ccc(S(=O)(=O)Nc2cccc(C(=O)N3CCN(c4ccccn4)CC3)c2)cc1	0.6	9.7%	9.3%
Cc1cccc(S(=O)(=O)NC(=O)C2(C)CCN2C(=O)Cc2ccc(Cl)cc2Cl)c1 (centres undefined)	5.6	-29.9%	2.5%
CSc1ccc(Cn2c(C)c(C(=O)NCCC#N)sc2=O)cc1	-0.1	?	-18.7%
O=C1NC[C@H](CCCCN2CCN(CCC3CCCCC3)C(=O)C2=O)N(CCc2ccccc2)C1=O	1.8	-5.4%	-0.4%
Cc1ccccc1S(=O)(=O)NC(=O)C1(C)CCN1C(=O)Cc1cccs1 (centres undefined)	-4.6	?	3.5%
COc1cc2ccc(-c3ccc4ccccc4n3)cc2cc1OC	-6.0	-11.8%	13.3%
CCCCN(C)C(=O)c1[nH]c(C(F)(F)F)nc1-c1ccccc1	-2.3	-21.7%	0.6%
O=S1(=O)CC(N2CCCCC2)CN1Cc1cn(Cc2cccc(Cl)c2)nn1 (centres undefined)	-4.2	0.0%	-5.9%
COc1ccc([C@@H]2C[C@H]3[C@@H](CN2S(=O)(=O)c2ccccc2)C(=O)C[C@@H](c2ccccc2)N3S(=O)(=O)c2ccc(C)cc2)cc1	2.8	2.5%	-2.9%
CCOC(=O)[C@]12CCC=C1N(Cc1ccc3c(c1)OCO3)C(=O)[C@H](CC(=O)N1CCCCC1)C2	-4.3	0.1%	4.2%
CCOC1=C2CN(S(=O)(=O)c3ccc(C)cc3)[C@H](c3ccccc3)C[C@@H]2N(S(C)(=O)=O)[C@H](c2ccccc2)C1	1.5	13.7%	-8.5%
CCCC(=O)N1CCC1(C)C(=O)Nc1ccc2nc(C)ccc2c1 (centres undefined)	0.0	6.8%	7.1%
Cc1cc2oc(=O)cc(CN3CCCCCCC3)c2cc1Cl	-0.2	-62.1%	-1.1%
COCCCN1C(=O)C(CC(=O)NC(c2ccccc2)c2ccccc2)CC(C(=O)N(C(C)C)C(C)C)=C1C (centres undefined)	-1.7	16.7%	-0.4%
COc1ccc(NC(=O)C[C@H]2C(=O)N(c3ccc(OC)cc3)C[C@@H]2CSC)cc1	1.4	-14.6%	-2.0%
CCOc1ccccc1N(CC(=O)NCCc1ccc(OC)cc1)S(=O)(=O)c1ccc(C)cc1	3.1	14.4%	0.6%
O=C(NCc1cccnc1)c1cc(C2CCCN(C(=O)c3ccc4c(c3)CCO4)C2)on1 (centres undefined)	1.3	8.3%	2.4%
COc1cccc(C(O)c2nc(-c3cccc(C(=O)O)c3)cs2)c1 (centres undefined)	-2.6	0.6%	3.1%
COc1ccc(C(O)c2nc(-c3cc(F)cc(Cl)c3)cs2)cc1 (centres undefined)	-4.3	-12.7%	24.6%
O=C(Nc1ccc(F)c(Cl)c1)c1csc([C@H]2C[C@H](O)[C@@H](CO)O2)n1	-2.1	4.7%	20.8%
CCCCCC(=O)N1C[C@H](O)[C@@H](n2cc(-c3ccc(F)cc3)nn2)C[C@@H]1c1ccc(Cl)cc1	4.2	-6.1%	1.5%
CCCS(=O)(=O)NC(=O)C1(C)CCN(C(=O)c2cccnc2Oc2ccccc2)C1 (centres undefined)	-2.1	-31.5%	1.1%
CN1CCN(c2ccc(-c3cc(NC=O)c4ncc(-c5ccc(F)c(Cl)c5)n4c3)cc2)CC1	-2.4	-14.5%	15.1%
OC[C@@H]1CN(Cc2ccc(F)cc2)C[C@H](n2cnc3c(N4CCN(c5ccccc5)CC4)ncnc32)O1	-5.2	2.3%	24.9%

Some entries already given with just PI4K2A inh:
mol | PI4K2A inh
CCCC(=O)N1CCC1(C)C(=O)Nc1ccc2nc(C)ccc2c1 (centres undefined) | 0.0
COc1ccc(C(O)c2nc(-c3cc(F)cc(Cl)c3)cs2)cc1 (centres undefined) | -4.3
CCOC1=C2CN(S(=O)(=O)c3ccc(C)cc3)[C@H](c3ccccc3)C[C@@H]2N(S(C)(=O)=O)[C@H](c2ccccc2)C1 | 1.5
CN1CCN(c2ccc(-c3cc(NC=O)c4ncc(-c5ccc(F)c(Cl)c5)n4c3)cc2)CC1 | -2.4
N#Cc1cc(NC(=O)c2ccc(Cl)cc2)ccc1Sc1ccccc1 | -3.3

The list goes on:
SMILES	PI4K2A inh	ALOX12 inh	GLS inhibitor
CC(C)C1C(=O)N(Cc2cn(CCC3OCCO3)nn2)CCS(=O)(=O)N1Cc1ccc(-c2ccccc2Cl)cc1 (centres undefined)	-0.8	-5.3%	5.0%
O=S(=O)(NC1CCc2ccccc21)c1ccccc1 (centres undefined)	-0.3	-14.9%	-6.1%
O=C1[C@H]2[C@@H](c3ccc(C(F)(F)F)cc3)N[C@]3(CCCN(Cc4ccco4)C3=O)[C@H]2C(=O)N1Cc1ccccc1	-4.3	?	-3.9%
CCc1nc2ccc(C(=O)Nc3cc(-c4ccccc4)ccc3OC)cn2c1N(C)Cc1nccs1	-5.1	-4.3%	3.7%
O=C1O[C@@H](c2ccccc2)C[C@@H](O)C(=O)CCCCc2ccccc21	4.2	?	-15.9%
CC(C)NC(=O)C1(C)CCN1C(=O)c1ccccc1F (centres undefined)	-1.6	10.1%	-10.5%
C[C@H](CO)N1C[C@H](C)[C@@H](CN(C)Cc2ccccn2)Oc2ncc(-c3ccccc3)cc2C1=O	1.0	4.6%	2.1%
C[C@@H]1CN([C@@H](C)CO)C(=O)c2cc(C#CC3CCCCC3)cnc2O[C@@H]1CN(C)S(=O)(=O)c1ccc(F)cc1	-23.1	39.8µM*	-21.8%
CCc1nc2c(OCc3ccc(F)cc3)cccn2c1N(C)C(=O)C(C)C	-3.6	-5.2%	4.2%
CCc1nc2ccc(C(=O)NCCNC(C)=O)cn2c1N(C)CCCc1ccccc1	1.8	-1.9%	29.5%
COc1ccc([C@H]2C[C@@H](n3cc(-c4ccc(F)cc4)nn3)[C@H](O)CN2CC2CCCCC2)cc1	-2.0	?	1.0%
C=CCCC(=O)N1C[C@H]2CON(C)[C@H]2C[C@H]1c1ccc(-n2ccnc2)cc1	-3.4	-11.3%	-3.6%
NC(c1csc(Nc2ncccn2)n1)C1CCCCC1 (centres undefined)	2.9	27.1%	1.7%
COc1ccc(C(=O)NCC(=O)NCc2ccc3c(c2)OCO3)cc1[N+](=O)[O-]	1.4	-5.6%	1.1%
COc1ccc(C(=O)CC(C(=O)O)c2ccc3c(c2)OCO3)cc1OC (centres undefined)	6.8	?	-6.2%
O=C(COC(=O)/C=C/c1ccc(F)cc1)NC(=O)NCc1ccccc1	3.9	-1.6%	-0.5%
C=CCN1C(=O)C(=Cc2ccc3c(c2)CCC3)SC1=S	7.1	-57.2%	2.1%
CC(C)C[C@@H]1O[C@H](CCc2ccccc2)CC2=C1C(=O)OC(C)(C)O2	-2.3&0.6	-4.6%	-2.1%&1.4%
Cc1ccc(C(=O)N2CCCC2(C)C(=O)NCC(C)C)cc1F (centres undefined)	0.3	21.6%	-14.6%
COc1ccc(C(C)(O)c2nc(-c3cccc(F)c3)cs2)cc1 (centres undefined)	-1.9	-17.6%	1.3%
O=C(NCc1ccc(F)cc1)c1cc(C2CCCN(C(=O)c3ccc4c(c3)CCO4)C2)on1 (centres undefined)	-3.5	1.1%	4.4%
COCCNC(=O)C1CCCN(Cc2cccc(C#N)c2)CC1 (centres undefined)	2.7	-8.9%	1.6%
CC(=O)Nc1ccc(SCC(=O)NC(=O)c2ccc(Cl)cc2)cc1	1.4	-7.6%	2.2%
Nc1ccn([C@@H]2O[C@H](C(=O)N[C@H](COC=O)Cc3ccccc3)[C@@H](O)[C@H]2O)c(=O)n1	1.0	-2.1%	-4.9%
COc1ccc(CN(C)C(=O)c2cc(-c3ccccc3)nc3ccc(C)cc23)c(OC)c1	-0.3	10.9%	-0.8%

(further entries)
SMILES	PI4K2A inh	ALOX12 inh	GLS inhibitor
CSc1ncnc2c1ncn2CCCNCCc1ccccn1	0.4	5.0%	-1.7%
Cc1ccc(SCc2c(C(=O)N/N=C/c3ccco3)nnn2-c2nonc2N)cc1	-4.5	0.9%	-0.3%
COc1ccccc1CC1(C)C(=O)Nc2c(Cl)cccc21 (centres undefined)	-0.3	-23.8%	2.1%
CC1(C(=O)NS(=O)(=O)c2ccccc2)CCN1C(=O)Cc1ccc(-c2ccccc2)cc1 (centres undefined)	-1.1	-21.6%	7.4%
CCc1nc2ccc(C(=O)N3CCN(S(=O)(=O)CC)CC3)cn2c1N(CC)CCN(C)C	0.7	-19.9%	24.7%
COc1ccccc1CNc1nc(Nc2ccc(C)cc2C)c2sccc2n1	3.7	?	1.7%
O=C1CCCC(=O)N1CCCCCCN1C(=O)CCCC1=O	-3.1	23.6%	-0.1%
COc1ccc([C@H]2N[C@]3(CCCN(Cc4ccc(C)cc4)C3=O)[C@H]3C(=O)N(Cc4ccccc4)C(=O)[C@@H]23)cc1	5.9	?	1.7%

In another format: entries from further up
PI4K2A inh | ALOX12 inh | GLS inhibitor | Compound
-4.5 | 0.9% | -0.3% | Cc1ccc(SCc2c(C(=O)N/N=C/c3ccco3)nnn2-c2nonc2N)cc1
-0.3 | -23.8% | 2.1% | COc1ccccc1CC1(C)C(=O)Nc2c(Cl)cccc21 (centres undefined)
-1.1 | -21.6% | 7.4% | CC1(C(=O)NS(=O)(=O)c2ccccc2)CCN1C(=O)Cc1ccc(-c2ccccc2)cc1 (centres undefined)
0.7 | -19.9% | 24.7% | CCc1nc2ccc(C(=O)N3CCN(S(=O)(=O)CC)CC3)cn2c1N(CC)CCN(C)C
